TEAD-YAP inh: TEAD-YAP interaction inhibition; HEK-TIYL cells, TEAD-Gal4/YAP UAS-luciferase luminescence; inhibition, % at 9.12 µM; hit rate 1.4% among 640,000; AID 1259422; in the data active means inhibition above about 32%;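 further: 0% = median of test compound wells and 100% = reference inhibitor wells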
GPR151 ag: activates the human receptor GPR151; hit rate 1% among 650,000; activation, % at 11.2 µM; Q8TDV0; PathHunter beta-arrestin GPR151 cells, luminescence; in the data active means activation above about 4.9%;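 further: 0% = median of compound wells and 100% = cells with positive control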
Target sequence (Q8TDV0 whole entry, looked up): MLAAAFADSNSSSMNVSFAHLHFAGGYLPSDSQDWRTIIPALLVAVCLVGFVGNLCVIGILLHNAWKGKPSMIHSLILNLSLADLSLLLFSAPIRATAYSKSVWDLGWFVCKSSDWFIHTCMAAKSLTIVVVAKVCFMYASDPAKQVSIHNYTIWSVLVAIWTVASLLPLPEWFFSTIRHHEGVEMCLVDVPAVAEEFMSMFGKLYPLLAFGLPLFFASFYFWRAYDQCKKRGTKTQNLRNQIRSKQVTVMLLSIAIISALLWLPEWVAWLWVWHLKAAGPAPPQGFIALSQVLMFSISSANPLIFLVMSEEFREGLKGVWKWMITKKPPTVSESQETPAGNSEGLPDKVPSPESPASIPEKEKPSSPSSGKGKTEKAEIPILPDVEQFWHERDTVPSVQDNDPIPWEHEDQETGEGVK
MITF inh: inhibitors of human MITF; AlphaScreen MITF homodimerization, bead proximity signal; O75030; hit rate 0.91% among 650,000; inhibition, % at 2.6 µM; in the data active means inhibition above about 50%;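 further: 0% = vehicle wells with protein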
Target sequence (O75030 whole entry, looked up): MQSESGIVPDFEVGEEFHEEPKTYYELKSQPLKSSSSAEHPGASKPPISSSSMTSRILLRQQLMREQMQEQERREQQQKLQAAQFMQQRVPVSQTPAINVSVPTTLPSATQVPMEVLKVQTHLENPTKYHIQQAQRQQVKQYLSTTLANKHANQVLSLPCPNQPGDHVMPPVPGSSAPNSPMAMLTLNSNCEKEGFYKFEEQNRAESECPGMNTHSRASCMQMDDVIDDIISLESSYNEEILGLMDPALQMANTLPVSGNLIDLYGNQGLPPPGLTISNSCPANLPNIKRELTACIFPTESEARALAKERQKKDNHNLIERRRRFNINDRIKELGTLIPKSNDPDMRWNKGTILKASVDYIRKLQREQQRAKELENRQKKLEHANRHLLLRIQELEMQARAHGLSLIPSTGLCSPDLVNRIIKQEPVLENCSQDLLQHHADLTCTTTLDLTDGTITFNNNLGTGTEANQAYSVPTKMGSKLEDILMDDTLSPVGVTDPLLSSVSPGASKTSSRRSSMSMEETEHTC
FBW7 act: activators of human E3 ligase FBW7. AlphaScreen FBW7–phospho-cyclin E peptide binding, activator screen. normalized activity (activation), % at 26.1 µM. hit rate 0.13% among 650,000; in the data active means normalized activity above about 1.9%;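 further: purified mutant Fbw7 with reduced substrate affinity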
* = called active by the depositor. This is a random part of the collection. About 3.4% of those tested had a hit in this group.

Start of the data: the first three compounds, ahead of the listing:
1) CC(C)(O)[C@@H]1CCC[N+]2(C)CCCCC12 (stereo partly drawn)
2) CCOC(=O)C1=NNC2C(=O)N(c3cccc(Cl)c3C)C(=O)C12 (stereo not drawn)
3) COc1ccc(C2CC(c3c(Cl)cccc3Cl)n3nc(N)nc3N2)cc1 (stereo not drawn)
Assay by compound | 1 | 2 | 3
TEAD-YAP inh | 9 | 6 | 1
GPR151 ag | 0.7 | 0.1 | 0.3
MITF inh | 12 | -5 | 9
FBW7 act | 0.0 | 0.0 | 0.0

Results, repeating the preview:
1) CC(C)(O)[C@@H]1CCC[N+]2(C)CCCCC12 (stereo partly drawn)
2) CCOC(=O)C1=NNC2C(=O)N(c3cccc(Cl)c3C)C(=O)C12 (stereo not drawn)
3) COc1ccc(C2CC(c3c(Cl)cccc3Cl)n3nc(N)nc3N2)cc1 (stereo not drawn)
4) C=CCSC1=C(C#N)C2(CCCC2)C(C#N)C(=O)N1 (stereo not drawn)
5) COc1ccc(NC(=O)CN2C(=O)NC(CC(C)C)C2=O)cc1 (stereo not drawn)
6) CCNCc1cc(I)c(OC(C)C)c(OC)c1
7) COc1cc(C(=O)NCCCc2nc3ccccc3n2Cc2ccccc2C)cc(OC)c1OC
8) CCOP(=O)(OCC)C(NC(=O)NC1CCCCC1)C(F)(F)F (stereo not drawn)
Assay by compound | 1 | 2 | 3 | 4 | 5 | 6 | 7 | 8
TEAD-YAP inh | 9 | 6 | 1 | -6 | 3 | -4 | 8 | 3
GPR151 ag | 0.7 | 0.1 | 0.3 | 1.5 | 1.0 | -0.2 | 2.6 | 1.6
MITF inh | 12 | -5 | 9 | -4 | 3 | -12 | -3 | 18
FBW7 act | 0.0 | 0.0 | 0.0 | 0.0 | -0.3 | -0.1 | 0.0 | 0.5

9) COc1ccc2nc(NC(=O)COC(=O)c3ccc(N)c([N+](=O)[O-])c3)sc2c1
10) Cc1ccc(-c2nnc(NCc3ccccc3)c3ccccc23)cc1S(=O)(=O)NC(C)(C)C
11) C=CCOc1ccc(C2/C(=C(\O)c3ccc(OC)cc3)C(=O)C(=O)N2CCN2CCOCC2)cc1 (stereo not drawn)
12) O=C1CN(C(=O)Cc2ccc(Cl)cc2)CCN1
13) CCC1CCCCN1C(=O)COC(=O)c1ccc([N+](=O)[O-])cc1 (stereo not drawn)
14) CC(NC(=O)c1ccccc1F)c1nnc(SCC(=O)Nc2ccccc2)n1C (stereo not drawn)
15) Cc1ccc(N(C(=O)C2CCCCC2)c2ccc3ccccc3c2)cc1
16) CCc1ccc(OCCCC(=O)Nc2ccc(S(N)(=O)=O)cc2)cc1
Assay by compound | 9 | 10 | 11 | 12 | 13 | 14 | 15 | 16
TEAD-YAP inh | -5 | 2 | 0 | -1 | 2 | -4 | 0 | -10
GPR151 ag | 0.8 | -0.9 | 0.1 | -1.0 | -0.1 | -0.7 | 0.9 | -0.5
MITF inh | -6 | 9 | -5 | -3 | 15 | -6 | 5 | 4
FBW7 act | -0.1 | 0.1 | 0.1 | 0.0 | 0.0 | 0.0 | 0.0 | -0.1

Whole records, looked up by structure. Screens in order: TEAD-YAP inh	GPR151 ag	MITF inh	FBW7 act
O=C1CN(C(=O)Cc2ccc(Cl)cc2)CCN1 in the list: -1	-1.0	-3	0.0
CCC1CCCCN1C(=O)COC(=O)c1ccc([N+](=O)[O-])cc1 (stereo not drawn) in the list: 2	-0.1	15	0.0
Cc1ccc(N(C(=O)C2CCCCC2)c2ccc3ccccc3c2)cc1 in the list: 0	0.9	5	0.0
C=CCOc1ccc(C2/C(=C(\O)c3ccc(OC)cc3)C(=O)C(=O)N2CCN2CCOCC2)cc1 (stereo not drawn) in the list: 0	0.1	-5	0.1
CC(NC(=O)c1ccccc1F)c1nnc(SCC(=O)Nc2ccccc2)n1C (stereo not drawn) in the list: -4	-0.7	-6	0.0

(next part)
17) CC(C)CCn1cnc2sc3c(c2c1=O)CCC(C)C3 (stereo not drawn)
18) COc1ccc(C)cc1N1CC(O)=C(c2nc3ccccc3[nH]2)C1=N
19) N#C/C(=C/c1ccc(-c2ccccc2F)o1)c1nc2ccccc2[nH]1
20) Cc1ccc(NC(=O)CC2SC(=Nc3ccccc3)N(c3ccccc3)C2=O)cc1 (stereo not drawn)
21) CS(=O)(=O)N(CC(=O)NC1CCCCC1)c1cc(Cl)cc(Cl)c1
22) COc1ccc(CNC(=O)C2CCN(C(=O)N3CCOc4ccc(C)cc43)CC2)cc1
23) CCCCc1ccc(C2=N/C(=C\c3ccc(N(C)C)cc3)C(=O)O2)cc1
24) CC(C)(C)NC(=O)N1CCCN(c2ccc(S(C)(=O)=O)cc2)CC1
Assay by compound | 17 | 18 | 19 | 20 | 21 | 22 | 23 | 24
TEAD-YAP inh | -44 | 9 | -47 | -4 | -7 | -2 | 1 | 4
GPR151 ag | -1.9 | -0.5 | 0.3 | -0.5 | 0.6 | -0.3 | 0.7 | -1.4
MITF inh | 12 | 10 | -4 | -5 | -8 | 2 | 8 | -7
FBW7 act | 0.6 | -0.2 | 0.1 | 0.0 | -0.1 | -0.1 | 0.2 | 0.0

25) CC(=O)c1ccc(N2CCN(C3CCC(=O)N(Cc4ccc(F)cc4)CC3)CC2)cc1 (stereo not drawn)
26) CC(C)(C)c1ccc(OCCCC(=O)Nc2ncn[nH]2)cc1
27) O=C(NCc1ccccc1Cl)c1ccc(CN2CCC[C@H]2CO)[nH]c1=O
28) CCOCCCNC(=O)CSc1nc2nc(C)c(Cc3cccc(C)c3)c(C)n2n1
29) Cn1nc(C(=O)OCC(=O)Nc2ccc3ccccc3c2)c2ccccc2c1=O
30) O=C(Oc1cccc(N2C(=O)c3ccccc3C2=O)c1)c1cccs1
31) CCNCCC(=O)N1c2ccccc2Sc2ccc(NC(=O)OCC)cc21
32) O=[N+]([O-])c1ccccc1/C=C/C=N/Nc1nc2ccccc2s1
Assay by compound | 25 | 26 | 27 | 28 | 29 | 30 | 31 | 32
TEAD-YAP inh | -13 | -18 | -10 | 4 | 9 | -5 | -1 | 0
GPR151 ag | 2.4 | -2.0 | -0.6 | 0.2 | -0.6 | 0.9 | -0.9 | -2.1
MITF inh | -18 | 13 | 13 | 10 | -2 | -5 | -13 | 22
FBW7 act | 0.1 | 0.2 | 0.3 | 0.1 | 0.1 | -0.1 | -0.1 | 0.4

33) CCCCCc1nc2ccc([N+](=O)[O-])cc2[nH]1
34) CCOC(=O)C1=C(C)N=c2s/c(=C\c3ccc(OCc4ccc(Cl)cc4Cl)c(OC)c3)c(=O)n2C1c1ccc(OC)c(OC)c1 (stereo not drawn)
35) COc1ccc(C(=O)Oc2cc(/C=c3\sc4nc5ccccc5n4c3=O)ccc2OC)cc1
36) N#CC1=C(N)Oc2n[nH]c(-c3ccc4c(c3)OCO4)c2C1c1cccc(F)c1 (stereo not drawn)
37) c1cc(N2CCOCC2)n2ncc(-c3ccc4[nH]ccc4c3)c2n1
38) CC(C)(C)c1cc(=O)[nH]c(N2CCN(CC(=O)NC3CC3)CC2)n1
39) Cc1cc(C)nc(CNCc2c(C(=O)N(C)CCc3ccccc3)nc3c(C)cccn23)n1
40) O=C(NCCCN1CCCC1=O)c1ccc2nc(N3CCCC3CO)sc2c1 (stereo not drawn)
Assay by compound | 33 | 34 | 35 | 36 | 37 | 38 | 39 | 40
TEAD-YAP inh | -25 | 2 | -1 | -11 | 97* | -19 | 4 | 3
GPR151 ag | 0.6 | 1.3 | 1.2 | -0.9 | -2.6 | -1.1 | 0.9 | -1.8
MITF inh | 0 | -3 | -3 | 3 | 7 | -8 | 12 | -10
FBW7 act | -0.2 | -0.3 | 0.1 | -0.1 | 0.3 | 0.0 | 0.2 | 0.0

41) CCOC(=O)c1sc(NC(=O)C(C)Sc2nnc(CNC(=O)c3cccs3)n2-c2cccc(Cl)c2)c(C(=O)OCC)c1C (stereo not drawn)
42) COc1ccccc1C(=O)Nc1nc(-c2ccc(C#N)cc2)cs1
43) CCOC(=O)CN1CC23C=CC(O2)C(C(=O)Nc2ccc(OC)c(Cl)c2)C3C1=O (stereo not drawn)
44) N#Cc1c(NC(=O)c2cc3ccccc3oc2=O)sc2c1CCCC2
45) O=C(CCCC(=O)N(CC(=O)NC1CCCCC1)c1cccc(F)c1)Nc1ccccn1
46) Cc1ccc(NC(=O)c2ccco2)c(C(=O)c2ccccc2)c1
47) COc1ccc(CC(=O)Nc2cccc(Cl)c2Cl)cc1C
48) O=c1[nH]c(N2CCCCC2)nc2c1CCN(Cc1cccc3nccnc13)C2
Assay by compound | 41 | 42 | 43 | 44 | 45 | 46 | 47 | 48
TEAD-YAP inh | 12 | 9 | 1 | 6 | 18 | 5 | -2 | -5
GPR151 ag | 0.0 | 2.0 | 0.7 | 0.2 | -0.2 | -0.5 | 0.3 | 0.1
MITF inh | 7 | 4 | 4 | -10 | 0 | 7 | -4 | -7
FBW7 act | 0.1 | 0.1 | 0.0 | 0.0 | 0.2 | 0.6 | -0.1 | 0.5

49) COc1ccccc1CNC(=O)c1ccc(N2CC3CC(C2)c2cccc(=O)n2C3)c(NC(=O)Cc2c(F)cccc2Cl)c1 (stereo not drawn)
50) CCOC(=O)C(=O)Nc1nncs1
51) O=C(Cc1ccccc1)NCC1OCCc2ccccc21 (stereo not drawn)
52) CCCCOC(=O)CNc1n[nH]c(=S)[nH]c1=O
53) Cn1nnnc1Sc1ncnc2sc3c(c12)CCCC3
54) O=C(CSc1nnc(NC2CCCCC2)s1)N1CCc2ccccc21
55) Ic1ccc(OCCNC2CCCC2)cc1
56) Cc1c(C(=O)NCc2ccco2)sc2ncn(CC(=O)Nc3ccc(C(C)C)cc3)c(=O)c12
Assay by compound | 49 | 50 | 51 | 52 | 53 | 54 | 55 | 56
TEAD-YAP inh | -8 | 5 | -5 | 1 | 11 | 6 | 12 | 11
GPR151 ag | -0.5 | -0.8 | 1.9 | -0.1 | 0.7 | -0.8 | -0.8 | 1.0
MITF inh | 7 | 1 | 21 | -16 | 23 | -9 | 59* | 8
FBW7 act | -0.1 | -0.4 | 1.0 | 0.1 | 0.1 | 0.0 | 0.1 | 0.0

57) CCOC(=O)N1CCC(NC(=O)c2ccc(CNS(=O)(=O)c3ccc(F)cc3)cc2)CC1
58) CN(C)c1ccnc(Sc2ccccc2)c1C#N
59) Cc1csc(-c2ccc(C(=O)N3CCN(C)CC3)c(N3CCOCC3)n2)c1
60) CCCCN(C)C(=O)CC1C(=O)NCCN1Cc1cccc2ccccc12 (stereo not drawn)
61) CC1CCN(S(=O)(=O)c2ccc3c(c2)oc(=O)n3CC(=O)N2CCCCCC2)CC1
62) O=C(NC(=S)Nc1cccc(-c2nc3ncccc3o2)c1)c1cccc(F)c1
63) Cc1ccc(NC(=O)c2c(C(=O)O)cccc2[N+](=O)[O-])c([N+](=O)[O-])c1
64) CC(C)CC(=O)Nc1c2c(nn1-c1ccc(F)cc1)CS(=O)(=O)C2
Assay by compound | 57 | 58 | 59 | 60 | 61 | 62 | 63 | 64
TEAD-YAP inh | 0 | -8 | -4 | 6 | 5 | 11 | 7 | -8
GPR151 ag | 0.6 | -1.3 | 1.5 | 0.3 | 0.2 | 0.1 | -0.1 | 0.2
MITF inh | 0 | -15 | 17 | -11 | 11 | 16 | -12 | 8
FBW7 act | 0.1 | -0.2 | -0.2 | -0.1 | -0.2 | 0.0 | 0.0 | 0.8

65) COc1ccc(S(=O)(=O)Nc2ccc(I)cc2)cc1N
66) CCc1ccc(C(=O)Oc2ccc(-c3ccccc3)cc2)cc1
67) CCOC(=O)NC(=O)c1sc2ncn(CC(=O)N(CC)CC)c(=O)c2c1C
68) O=C(O)c1ccc(NS(=O)(=O)c2cccc(C(F)(F)F)c2)cc1
69) CCCCCCNC(=O)CNC(=O)CNC(=O)c1ccccc1
70) CC(C)C[C@@H]1NC(=O)[C@@H]2C[C@H](NCc3ccccc3F)CN2C1=O
71) CCOC(=O)C1CCN(C(=O)C2(NC(=O)Nc3ccccc3Cl)CCCCC2)CC1
72) O=C(O)CSC(O)C(=O)c1ccccc1 (stereo not drawn)
Assay by compound | 65 | 66 | 67 | 68 | 69 | 70 | 71 | 72
TEAD-YAP inh | 10 | -9 | -5 | 0 | 12 | -8 | 1 | -6
GPR151 ag | 0.0 | -1.1 | 0.0 | 0.1 | 1.0 | -1.0 | -0.4 | 0.1
MITF inh | -9 | 9 | 9 | 10 | 6 | 21 | -6 | 1
FBW7 act | 0.0 | 0.2 | -0.1 | 0.2 | -0.1 | 0.1 | -0.3 | -0.1

73) Cc1[nH]c2ccccc2c1C(=O)C(=O)NCc1ccccc1F
74) C/C(=N\NC(=O)c1n[nH]c2c1CCCC2)c1ccc2ccccc2c1
75) COc1cc(/C=C2\SC(=S)N(CCC(=O)O)C2=O)ccc1O
76) CCCN(Cc1ccc(N(C)C)cc1)CC1CC1
77) C=CCn1c(N)cc(=O)nc1SC(CC)C(=O)Nc1nc2ccc(OCC)cc2s1 (stereo not drawn)
78) CC(=O)Nc1ccc(NC(=O)COc2c(C)cc(Br)cc2C)cc1
79) Cc1cc2cc(C#N)c(SCC(=O)NC(C)(C)C)nc2cc1C
Assay by compound | 73 | 74 | 75 | 76 | 77 | 78 | 79
TEAD-YAP inh | 3 | 12 | 23 | 0 | -19 | -17 | -3
GPR151 ag | 0.9 | 0.9 | -5.6 | -0.4 | 0.2 | -0.8 | -0.6
MITF inh | 7 | 5 | 11 | 5 | -13 | 0 | 14
FBW7 act | 0.0 | 0.1 | -0.2 | 0.0 | 0.0 | -0.1 | 0.0

Bioassay records as filed in PubChem BioAssay.
